CHRM5 PAM = positive allosteric modulators of human muscarinic M5 receptor | P08912 | CHO-K1 hM5, Fluo-8 calcium, ACh EC20 PAM; 0% = ACh EC20, 100% = ACh EC100 | activation, % at 3 µM | 360,000 tested, 0.3% active;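 active = activation above the run cutoff, the mean activation of all test compounds plus 3 SD, cut at about 18% in these data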
Target sequence (P08912 whole entry, looked up): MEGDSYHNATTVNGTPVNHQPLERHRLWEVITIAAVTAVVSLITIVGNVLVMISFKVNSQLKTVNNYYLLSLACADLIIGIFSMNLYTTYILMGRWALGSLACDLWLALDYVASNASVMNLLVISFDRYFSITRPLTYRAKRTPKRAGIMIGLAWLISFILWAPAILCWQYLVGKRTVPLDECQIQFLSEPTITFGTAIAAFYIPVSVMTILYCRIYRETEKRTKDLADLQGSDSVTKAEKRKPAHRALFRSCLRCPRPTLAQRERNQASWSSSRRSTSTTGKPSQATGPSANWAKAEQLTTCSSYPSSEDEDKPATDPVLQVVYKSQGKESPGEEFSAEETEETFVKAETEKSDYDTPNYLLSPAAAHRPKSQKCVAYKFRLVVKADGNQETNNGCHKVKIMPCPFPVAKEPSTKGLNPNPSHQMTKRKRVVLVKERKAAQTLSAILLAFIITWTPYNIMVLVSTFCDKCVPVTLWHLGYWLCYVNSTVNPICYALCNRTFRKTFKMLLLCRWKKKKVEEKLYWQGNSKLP
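System: CHO-K1 cell line with stable human muscarinic M5 receptor expression | Also added: EC20 acetylcholine as agonist stimulus | Compound: One concentration, 3 µM final (nominal) | Timing: Fluo-8 loading 80 min at 37 °C plus 30 min room temperature | Measured by: Fluo-8 calcium dye fluorescence, kinetic read | Read-out basis: % activation, ACh-normalized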
CHRM4 antagonist = blocks acetylcholine activation of human M4 receptor; P08173; CHO-hM4 cells, ACh EC80, Fluo-8 calcium fluorescence; inhibition, % at 3 µM; 360,000 tested, 0.73% active; AID 624125;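 active = inhibition above its plate's cutoff, the mean inhibition of sample wells plus 3 SD, cut at about 27% in these data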;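 also: 0% = acetylcholine EC80 with DMSO and 100% = DMSO without agonist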
Target sequence (P08173 whole entry, looked up): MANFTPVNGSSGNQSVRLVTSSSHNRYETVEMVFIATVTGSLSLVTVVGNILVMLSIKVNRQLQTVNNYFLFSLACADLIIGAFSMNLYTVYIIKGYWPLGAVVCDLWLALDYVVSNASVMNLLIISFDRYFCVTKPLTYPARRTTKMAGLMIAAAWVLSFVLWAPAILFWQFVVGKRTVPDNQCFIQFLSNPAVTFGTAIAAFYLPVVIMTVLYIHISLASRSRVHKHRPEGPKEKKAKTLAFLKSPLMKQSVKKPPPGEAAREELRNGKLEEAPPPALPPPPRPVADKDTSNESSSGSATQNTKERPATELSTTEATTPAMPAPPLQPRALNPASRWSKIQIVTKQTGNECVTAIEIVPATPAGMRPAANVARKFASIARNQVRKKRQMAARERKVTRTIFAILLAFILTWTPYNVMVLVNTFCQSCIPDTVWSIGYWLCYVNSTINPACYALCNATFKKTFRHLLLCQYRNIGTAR
M5 ag = CHRM5 agonism in calcium assay; P08912; CHO-K1 hM5 cells, Fluo-8 calcium fluorescence; 0% DMSO wells, 100% maximal acetylcholine response; activation, % at 3 µM; 360,000 tested, 0.19% active;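 active = activation above the run's mean over test compounds plus 3 SD, cut at about 23% in these data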;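 also: signal is peak over basal fluorescence ratio across the kinetic read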
M1 ag parental = M1 agonist counterscreen hit in parental CHO-K1 cells | AID 602248 | Fluo-8 calcium fluorescence; scaled to maximal ATP response, vehicle zero | activation, % at 3 µM | 360,000 tested, 0.48% active; in the data active = activation above about 15%;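 also: untransfected CHO-K1 host cells lacking M1 receptor as counterscreen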
CHO-K1 Ca PAM = counter-screen for M1 PAMs: effect in parental CHO-K1 cells; 360,000 tested, 0.02% active; activation, % at 3 µM; AID 602247; ATP EC20, Fluo-8 calcium fluorescence; 0% at ATP EC20, 100% at ATP max;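 active = activation above the run cutoff, the mean activation of all test compounds plus 3 SD, cut at about 40% in these data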;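 also: peak over basal fluorescence ratio in a 140 s read after ATP addition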
CHRM5 antagonist = antagonists of human muscarinic M5 receptor (CHRM5); CHO-hM5 cells, Fluo-8 calcium fluorescence, ACh EC80; inhibition, % at 3 µM; 360,000 tested, 0.59% active; AID 624040;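 active = inhibition above a per-plate cutoff, the mean of that plate's test compounds plus 3 SD, cut at about 27% in these data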;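 also: 0% = acetylcholine EC80 with DMSO and 100% = DMSO without agonist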
CHRM4 agonist = CHRM4 agonism in calcium assay; CHO-K1 hM4/Gqi5, Fluo-8 calcium fluorescence; vehicle 0%, full acetylcholine response 100%; P08173; 360,000 tested, 0.14% active; activation, % at 3 µM;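 active = activation above the run mean over all test wells plus 3 SD, cut at about 32% in these data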;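 also: peak over basal fluorescence ratio per well then scaled between controls; 0% = DMSO wells and 100% = acetylcholine at EC100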
CHRM4 PAM = positive allosteric modulators of human muscarinic M4 receptor; activation, % at 3 µM; 360,000 tested, 0.4% active; AID 624126; P08173; CHO-K1 hM4/Gqi5, Fluo-8 calcium fluorescence, ACh EC20; 0% = ACh EC20, 100% = maximal ACh;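 active = activation above its plate's cutoff, the mean activation of sample wells plus 3 SD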; also: some results filed as inactive read as strong as hits
CHO-K1 Ca antag = nonselective inhibitor or artifact in parental CHO-K1 cells | ATP-induced calcium, Fluo-8 fluorescence | inhibition, % at 3 µM | 360,000 tested, 0.6% active | AID 602250;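 active = inhibition above a per-plate cutoff, the plate's mean sample inhibition plus 3 SD, cut at about 24% in these data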;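 also: 0% = DMSO plus EC80 ATP and 100% = DMSO alone without ATP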
* = called active by the depositor. Outcome played no part in choosing rows, and some 2.7% of all compounds hit somewhere here.

SMILES	CHRM5 PAM	CHRM4 antagonist	M5 ag	M1 ag parental	CHO-K1 Ca PAM	CHRM5 antagonist	CHRM4 agonist	CHRM4 PAM	CHO-K1 Ca antag
COc1ccc(-c2cc(C#N)nc(Cl)n2)cc1	9	6	-6	-0.2	12	-6	-1	-11	1
CCOc1ccccc1N(CC(=O)Nc1ccc2c(c1)OCCO2)S(C)(=O)=O	-16	-4	-3	0.1	11	1	2	0	-6
COC(=O)COc1nsnc1N1CCOCC1	3	-2	-2	0.2	8	-8	0	6	-6
N#Cc1cccc(C(c2nnnn2Cc2ccccc2)N2CCCC2)c1 (stereo unspecified)	1	3	0	0.3	16	2	1	1	-11
CC(=O)NC(CCS(C)(=O)=O)C(=O)Nc1cccc(C)c1C (stereo unspecified)	-12	4	3	3.6	-7	6	15	-11	11
Cc1ccc(Oc2nc3ccccn3c(=O)c2/C=C(\C#N)C(=O)NC2CCS(=O)(=O)C2)c(C)c1 (stereo unspecified)	4	0	-4	1.8	10	4	2	-2	-14
CC1=NN(c2ccccc2)C(=O)/C1=C/c1c(O)n(-c2ccc(F)cc2)[nH]c1=O	7	7	-1	-1.0	2	-3	-2	15	2
CN(C)S(=O)(=O)c1cccc(NC(=O)CNCC2CCCCC2)c1	9	4	-3	3.0	26	-2	3	-5	-18
O=C(COC(=O)c1cccc(NS(=O)(=O)c2ccc(F)c(F)c2)c1)NC(=O)NC1CCCC1	5	-7	1	6.3	20	-8	4	13	-6
O=C(Nc1cccnc1)c1ccc(F)c(S(=O)(=O)N2CCOCC2)c1	-3	14	-3	8.3	3	12	3	-13	5
CC(Sc1nnc(C(C)N(C)C)n1-c1ccc(Cl)cc1)C(=O)Nc1ccc2c(c1)OCO2 (stereo unspecified)	10	-2	-2	0.4	22	-8	0	0	-16
CC1=C(C(=O)OC(C)(C)C)C(c2cccc3ccccc23)NC(=O)N1 (stereo unspecified)	-2	-2	-5	-0.7	17	12	1	6	-4
COc1cc(C(=O)N(Cc2ccc(F)cc2)C2CCS(=O)(=O)C2)cc(OC)c1OC (stereo unspecified)	4	3	1	0.3	8	1	0	7	4
N#Cc1c(SCC(=O)Nc2cccc(F)c2)sc2c(O)cc(=O)[nH]c12	10	-14	0	-0.5	10	4	2	-10	5
Cc1nc2ccc(S(=O)(=O)NCC(=O)N3CCc4ccccc43)cc2s1	2	7	0	0.4	8	-3	-1	0	-11
CCOc1cc2c(cc1/C=C(/C#N)c1ccc(C(=O)O)cc1)OCO2	3	0	2	18*	4	-2	2	0	7
CCN(CC(=O)NCc1ccc(F)cc1)C(=O)/C=C/c1ccc(S(=O)(=O)N(CC)CC)cc1	-1	11	1	7.1	-4	8	9	-5	-8
Cc1cc(-c2csc3ncnc(N4CCN(C)CC4)c23)cc(C)c1C	-16	8	-7	0.5	20	20	1	-7	-16
COCCOC(=O)C1=C(C)Nc2ncnn2C1c1ccco1 (stereo unspecified)	6	-7	5	0.8	18	-8	1	3	-14
CC1(C)CC(=O)C(C=NCC2CCN(C(=S)Nc3cccc(Cl)c3)CC2)=C(O)C1	-2	-6	-6	-0.4	-8	12	1	-2	-4
CCCN1CCc2c(sc(NC(=O)c3ccc(S(=O)(=O)N(C)c4ccccc4)cc3)c2C(=O)NC)C1	-6	2	18	10.0	4	-1	24	-9	0
O=C(CC12CC3CC(CC(Br)(C3)C1)C2)NCc1ccccc1	1	3	-3	-0.2	5	0	0	4	1
COc1cc(NS(=O)(=O)c2ccc(NC(C)=O)cc2)ncn1	0	6	3	0.3	-8	-3	1	6	3
Cc1cc(OC(=O)c2cc([N+](=O)[O-])ccc2Cl)c([N+](=O)[O-])c(=O)[nH]1	-4	-7	1	0.4	9	2	1	1	-8
Cc1cccc(NC(=O)C2CCN(S(=O)(=O)c3c(C)nn(C)c3C)CC2)n1	1	1	1	0.2	18	-7	2	4	-3
Further structures follow.
SMILES	CHRM5 PAM	CHRM4 antagonist	M5 ag	M1 ag parental	CHO-K1 Ca PAM	CHRM5 antagonist	CHRM4 agonist	CHRM4 PAM	CHO-K1 Ca antag
Nc1[nH]c2cc([N+](=O)[O-])ccc2c1-c1ccccn1	-17	21	26*	10	-4	32*	54*	-20	12
Cc1ccc(NC(=S)N(CCCN2CCN(C)CC2)Cc2cccs2)cc1	4	-7	-3	0.8	-9	8	2	8	-15
CSc1nc(C)cc(OCC#N)n1	8	-3	-5	0.3	8	7	0	4	-4
COc1ccc(C2Nc3ccccc3C(=O)N2Cc2ccccc2)cc1CSc1ccccn1 (stereo unspecified)	1	-7	-1	-0.3	14	-6	-1	10	-7
Cc1noc(C)c1C(=O)NCCc1ccccc1	6	1	-3	0.3	18	7	0	3	-4
Oc1c(C=Nc2ccc(Cl)cn2)sc2ccccc12	-1	3	0	1.8	13	5	1	8	-12
CC(=O)c1cccc(S(=O)(=O)N2CCN(c3nc4cc(C)cc(C)c4cc3C#N)CC2)c1	1	9	-1	-0.3	10	1	-1	-5	-9
COc1cc2cnc(-c3ccccc3)c(C(=O)c3ccc(OCc4ccccc4)cc3)c2cc1OC	1	-15	-1	0.5	20	-11	1	8	-17
Cc1cc(C)n2nc(C(=O)NCC(=O)Nc3ccc(F)c(F)c3)nc2n1	5	-2	2	0.7	-12	7	0	15	13
CCOC(=O)N1CCC(NC(=O)CC2C(=O)NCCN2Cc2ccccc2F)CC1 (stereo unspecified)	0	14	-2	-0.2	8	8	0	-7	-2
CC1=NN(c2ccccc2)C(=O)/C1=C/c1ccc[nH]1	-3	-16	-1	-0.3	12	6	13	12	-3
O=C(O)C1OC2OC3(CCCCC3)OC2C2OC3(CCCCC3)OC12 (stereo unspecified)	1	0	1	-0.4	5	3	1	3	11
Cc1ccc(OCCOc2cccc3ccc(C)nc23)c([N+](=O)[O-])c1	2	7	1	3.9	12	14	4	-6	-5
COc1ccc(C(=O)N2CCN(c3ccc(C(C)=O)cc3)CC2)cc1S(=O)(=O)N1CCCC1	-3	2	3	1.3	-3	1	4	1	16
COc1ccc2c(/C=N/Nc3ccc(C(=O)O)cc3)c[nH]c2c1	-5	8	-1	0.2	-8	9	-1	-3	-9
Cc1cc(N2CCN(c3ccccc3)CC2)nc(NCc2ccccc2)n1	11	-8	0	0.2	-4	-4	3	4	7
Cc1ccc(S(=O)(=O)Nc2ccccc2C=NNC(=O)c2ccncc2)cc1	0	-4	1	2.3	11	5	3	0	-8
O=C(Oc1cccc(C(=S)N2CCOCC2)c1)c1ccccc1	0	-9	-2	1.0	0	0	2	-2	-23
CCOC(=O)c1nn(-c2ccc(F)cc2)c2nc(Nc3ccccc3)cc(=O)n12	-4	2	0	-0.1	-8	2	1	0	12
CCOc1ccc(C(=O)NCC(=O)Nc2ncccc2C)cc1OCC	-2	-16	0	-0.7	-7	-6	0	6	10
Cc1cc(N2CCOCC2)n2nc(C(F)(F)F)c(-c3ccccc3)c2n1	1	1	-2	0.8	7	5	0	0	-3
COc1ccc(OC)c(C(=O)CSc2nc3c(c(=O)n(C)c(=O)n3C)n2C(C)C)c1	5	3	-2	0.4	13	0	0	-2	-3
COc1cc(/C=C/C(=O)OCC(=O)NNC(=O)c2cc(Cl)ccc2OC)ccc1O	-5	3	0	0.4	2	8	2	4	-6
COc1ccccc1C(=O)N1CCN(c2nc3cc(C)cc(C)c3cc2C#N)CC1	-2	0	-2	0.0	-4	-10	1	-4	9
COc1ccc2cc(C(=O)Nc3ccc(Cl)cc3)sc(=O)c2c1OC	6	4	0	0.7	20	-5	1	-4	-1

Shown as a hit in CHRM4 agonist, among the entries above:
SMILES,CHRM4 antagonist,M5 ag,CHRM5 antagonist,CHRM4 agonist,CHRM4 PAM
Nc1[nH]c2cc([N+](=O)[O-])ccc2c1-c1ccccn1,21,26*,32*,54*,-20

Other records follow:
SMILES	CHRM5 PAM	CHRM4 antagonist	M5 ag	M1 ag parental	CHO-K1 Ca PAM	CHRM5 antagonist	CHRM4 agonist	CHRM4 PAM	CHO-K1 Ca antag
CCCn1nnnc1SCC(=O)N(C(C)C)C(C)C	12	-9	-1	0.1	-1	-10	1	11	-3
COc1ccccc1C(=O)Nc1ccc(NC(=O)C2CCCCC2)nc1	-8	-53	-4	1.4	3	11	5	9	-12
COc1ccc(CN2C(=O)c3cccnc3C2=O)cc1S(=O)(=O)NCc1ccc(C)o1	-2	2	-5	0.5	3	3	0	0	-6
CC(C)(C)C(=O)Nc1c(Br)c(C2CC2)nn1-c1ccccc1	13	3	5	-0.1	2	-17	0	-1	-1
Cc1c(CN2CCCCC2)c(O)n(CCO)c(=O)c1C#N	-3	4	-2	1.4	4	13	1	0	-3
Cc1cccc2cc(CN(Cc3ccccc3)C(=S)NCCCN(C)C)c(=O)[nH]c12	8	-7	-4	11	31	-8	9	3	-8
COc1ccc2sc(N(CCN(C)C)C(=O)c3ccc4ccccc4c3)nc2c1	-2	2	-7	0.1	13	1	1	3	5
CCc1sc(C(=O)N2CCCN(C)CC2)cc1Br	0	5	-8	1.3	15	3	0	-4	-1
COc1ccc(C(=O)NC(C)CCc2ccccc2)cc1 (stereo unspecified)	6	-1	-3	-0.1	-17	9	-1	4	11
O=Cc1ccc2c(c1)CCN2Cc1ccccc1	-1	-6	-6	1.9	-5	6	1	8	-15
O=C1C2C3C=CC(CC3)C2C(=O)N1c1ccc([N+](=O)[O-])cc1 (stereo unspecified)	-6	-7	-3	0.4	10	16	1	-1	-10
c1cncc(-c2nc(N3CCCCCC3)c3ccccc3n2)c1	-1	8	-7	0.8	19	0	0	-10	-10
O=C1c2ccccc2C(=O)N1c1ccc(Cc2ccncc2)cc1	-7	4	6	6.9	6	5	8	-12	3
COc1ccc(N=C(c2ccccc2)c2c(C)[nH]n(-c3ccccc3)c2=O)c(OC)c1	-12	13	-2	-0.4	-11	3	-2	-21	-11
COc1cccc(-c2c(C(=O)N/N=C/c3cccs3)nnn2-c2nonc2N)c1	-4	-9	31*	32*	19	-4	8	3	-19
Clc1ncnc2[nH]ccc12	2	-7	3	-0.2	-22	13	1	6	7
CN(C)CCN1C(=O)C(O)=C(C(=O)c2ccco2)C1c1ccccc1F (stereo unspecified)	-3	0	-1	0.2	3	-5	1	-1	-3
CCC(Sc1nc(-c2ccccc2)c(-c2ccccc2)[nH]1)C(=O)O (stereo unspecified)	0	-9	0	-0.1	-3	3	0	4	-3
COC(C(=O)Nc1cccc(F)c1)c1ccccc1 (stereo unspecified)	0	8	-3	0.3	19	-2	0	8	-4
Cc1cccc(CCNS(=O)(=O)c2ccc(S(=O)(=O)NC3CCCC3)cc2)c1	-7	9	1	2.3	20	8	2	-2	2
O=C(COc1ccc2c(c1)CCC2)NCc1ccc(Cl)cc1	-6	-13	-9	-0.1	13	1	-1	-2	3
CCN(C(=O)CCS(=O)(=O)c1ccc(Br)cc1)c1ccc2c(c1)OCO2	-2	3	-3	1.1	17	-9	1	2	-8
O=C1CC[C@H](O)CCN1CCSc1ccc(Br)cc1	-7	-16	0	0.2	9	13	7	2	-13
CCC1Sc2ccc(S(=O)(=O)CCC(=O)NCc3cccs3)cc2NC1=O (stereo unspecified)	5	-6	-1	3.8	6	4	5	-3	-19

Among those listed so far, 2 have a tert-butyl group:
SMILES	CHRM5 PAM	CHRM4 antagonist	M5 ag	M1 ag parental	CHO-K1 Ca PAM	CHRM5 antagonist	CHRM4 agonist	CHRM4 PAM	CHO-K1 Ca antag
CC1=C(C(=O)OC(C)(C)C)C(c2cccc3ccccc23)NC(=O)N1 (stereo unspecified)	-2	-2	-5	-0.7	17	12	1	6	-4
CC(C)(C)C(=O)Nc1c(Br)c(C2CC2)nn1-c1ccccc1	13	3	5	-0.1	2	-17	0	-1	-1
